TRPML3 agonist – agonists of human TRPML3 channel | Q8TDD5 | HEK293 TRPML3-YFP, Fluo-8 calcium fluorescence; 100% = the carbachol control signal | activation, % at 3 µM | 220,000 tested, 0.29% active;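 active means activation above its plate's cutoff, the mean activation of the plate's test wells plus 3 SD, cut at about 12% in these data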;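 further: 0% = DMSO only wells and 100% = carbachol wells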
Target sequence (Q8TDD5 whole entry, looked up): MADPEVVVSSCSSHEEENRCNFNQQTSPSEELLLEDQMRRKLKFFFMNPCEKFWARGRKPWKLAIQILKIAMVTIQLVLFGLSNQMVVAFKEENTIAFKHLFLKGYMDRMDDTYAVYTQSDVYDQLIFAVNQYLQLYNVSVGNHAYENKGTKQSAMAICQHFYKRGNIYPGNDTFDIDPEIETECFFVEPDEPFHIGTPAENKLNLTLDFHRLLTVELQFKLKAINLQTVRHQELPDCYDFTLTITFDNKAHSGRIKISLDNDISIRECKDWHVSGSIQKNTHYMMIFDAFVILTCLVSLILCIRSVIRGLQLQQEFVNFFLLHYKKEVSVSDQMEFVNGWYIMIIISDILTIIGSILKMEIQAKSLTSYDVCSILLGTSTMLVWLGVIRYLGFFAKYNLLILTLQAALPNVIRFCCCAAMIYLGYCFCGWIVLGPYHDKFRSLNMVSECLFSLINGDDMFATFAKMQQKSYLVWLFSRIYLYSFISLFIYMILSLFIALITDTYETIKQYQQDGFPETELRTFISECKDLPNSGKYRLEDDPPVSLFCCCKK
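Test system: HEK293 cells stably carrying human TRPML3-YFP; Doses: single dose, 3 µM final nominal compound, 0.3% DMSO final; Schedule: dye loading 1 h 37 °C then 30 min ambient, 125 s read; Technique: Fluo-8 calcium fluorescence; Benchmarks: high control carbachol 87 µM, low control DMSO.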
NPY1 pot ag – potentiators or agonists of human neuropeptide Y receptor Y1. P25929. NPY-Y1 expressing cells, potentiator/agonist activation. activation, % at 3.6 µM. 220,000 tested, 0.37% active. AID 1304; in the data active means activation above about 33%, passing the limit was not always enough;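 further: cells stimulated with NPY at EC10 then isoproterenol at EC100; 0% = low agonist plus stimulus and 100% = saturating agonist plus stimulus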
zfTRPN1 agonist – activates the zebrafish TRPN1 channel; HEK293 zebrafish TRPN1-YFP, Fluo-8 calcium fluorescence; 100% = response to 87 µM carbachol; activation, % at 3 µM; 220,000 tested, 0.18% active; AID 1424;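 active means activation above its plate's cutoff, the mean activation of test wells on that plate plus 3 SD, cut at about 19% in these data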;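 further: 0% = DMSO alone and 100% = 87 µM carbachol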
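Material – zebrafish TRPN1-YFP in HEK293 cells · Doses – 3 µM single point · Schedule – dye 1 h 37 °C plus 30 min RT · Signal – Fluo-8 calcium fluorescence, excitation 470-495 nm, emission 515-575 nm · Read-out – % activation versus carbachol response · Control set – carbachol high, DMSO low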
EP2 antag – blocks the human prostaglandin E2 receptor EP2 | inhibition, % at 25 µM | P43116 | C6 glioma cells expressing human EP2, cAMP TR-FRET; cells stimulated with saturating PGE2 | 260,000 tested, 0.52% active | AID 1422;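 active means percent inhibition above 40 after rounding to a whole number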;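 further: rat C6 glioma host cells with rolipram phosphodiesterase inhibitor present; the protocol text gives 20 µM as final concentration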
Target sequence (P43116 whole entry, looked up): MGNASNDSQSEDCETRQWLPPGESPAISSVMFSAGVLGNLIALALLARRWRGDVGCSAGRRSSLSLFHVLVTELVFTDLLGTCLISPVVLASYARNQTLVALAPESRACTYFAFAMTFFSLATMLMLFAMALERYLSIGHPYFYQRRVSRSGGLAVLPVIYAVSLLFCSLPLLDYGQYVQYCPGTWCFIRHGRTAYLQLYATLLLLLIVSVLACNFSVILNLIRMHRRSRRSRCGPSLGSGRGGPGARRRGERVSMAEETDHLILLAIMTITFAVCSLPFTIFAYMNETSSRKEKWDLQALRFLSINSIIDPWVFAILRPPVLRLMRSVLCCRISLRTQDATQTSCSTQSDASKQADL
EP2 mod – modulates human prostaglandin E2 receptor EP2 signaling; P43116; EP2-expressing cells, cAMP HTRF FRET, PGE2 co-stimulation; induction, % at 25 µM; AID 940; 260,000 tested, 0.83% active;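 active means compounds whose cAMP rise, as percent of the full-agonist control response, exceeds 60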;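 further: rat C6 glioma line stably carrying human EP2 under a CMV promoter; the protocol text gives 20 µM as final concentration; 100% = response of wells given 1 µM PGE2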
PPC-1+TRAIL kill – compounds killing PPC-1 cancer cells with TRAIL present (potentiator screen, no TRAIL-free arm). AID 1443. 220,000 tested, 0.41% active. PPC-1 cells + TRAIL, ATPLite viability luminescence. cell killing (% activity), % at 4 µM;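 active means cell killing above 50% in the first pass at 4 µM, then a duplicate retest at 5 µM averaging 50% or more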;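 further: plate controls were cells with TRAIL plus DMSO for no effect and medium-only wells lacking cells for full effect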
14-3-3 Bad inh – disrupts binding of bovine 14-3-3 zeta to phospho-Bad peptide. P63103. TR-FRET 14-3-3zeta/Dy647-pBad peptide displacement, 1 h. inhibition, % at 21.7 µM. 220,000 tested, 0.71% active. AID 781;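 active means inhibition above about 70%, limit read from the data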;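 further: 0% = full 14-3-3 plus peptide FRET controls and 100% = background without 14-3-3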
NPY Y1 blocker – NPY-Y1 (human) receptor antagonism. P25929. HEK293-CNG Y1 cells, membrane potential fluorescence; NPY at EC95, then isoproterenol. inhibition, % at 3.6 µM. 200,000 tested, 1% active;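 active means inhibition above the campaign mean inhibition of all tested compounds plus 3 SD, cut at about 20% in these data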;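 further: 0% = DMSO wells given NPY plus isoproterenol and 100% = isoproterenol alone without NPY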
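Material: HEK293 cells with Y1 receptor plus CNG channel; times: compound incubation 1 h at room temperature, readout 45 min post-stimulation; signal: fluorescence, membrane potential probe; read-out basis: fluorescence ratio normalized to % inhibition between controls; benchmarks: full-block control isoproterenol-only wells, zero-block control NPY plus isoproterenol wells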
CHOP inh – inhibitors of CHOP induction in ER stress response; inhibition, % at 10 µM; CHO-K1 CHOP-promoter luciferase, tunicamycin-induced, 15-18 h; AID 2732; 220,000 tested, 3.8% active;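 active means compounds that reduced the stress-induced luciferase reporter signal by more than about 70% of percent inhibition, limit read from the data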;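 further: 0% = tunicamycin plus vehicle and 100% = wells without tunicamycin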
Starred values were filed as active, the others as inactive; / = no result given; [ ] = remark or other dose. This is a subset; count on the stated rates, not on these rows.

Order of results – TRPML3 agonist | NPY1 pot ag | zfTRPN1 agonist | EP2 antag | EP2 mod | PPC-1+TRAIL kill | 14-3-3 Bad inh | NPY Y1 blocker | CHOP inh
1) CC(C)(C)NC(=O)C(c1cccnc1)N(C(=O)c1ccc(Cl)nc1)C1CCCC1 (configuration not stated)
    0.1 | 2 | -0.6 | 4 | 2 | / | 2 | 4 | -13
2) COc1ccc(CN(Cc2ccccn2)C(=O)CN2C(=O)COc3ccccc32)cc1
    0.6 | 8 | 1.1 | 5 | -4 | 19 | 2 | 2 | -13
3) O=C(Nc1ccc(O)c2c(=O)cc(-c3cccc(Cl)c3)oc12)c1ccc(F)cc1
    / | / | / | 10 | 10 | 6 | -4 | / | 19
4) COc1ccc(C(=O)NCC2(c3ccccc3)CCOCC2)cc1[N+](=O)[O-]
    0.6 | -12 | 1.1 | 10 | 33 | -3 | 7 | 4 | -15
5) O=C(NC(=S)NCCC1=CCCCC1)c1cncc(Br)c1
    0.9 | -39 | -2.0 | 1 | -9 | 1 | -13 | 4 | -2
6) CC(C)(C)NC(=O)NC(=O)CN1CCCc2ccccc21
    -0.2 | 16 | -0.9 | 4 | 18 | 4 | -6 | 0 | -3
7) Cc1cc(C(=O)NN=C(Cc2ccccc2)Cc2ccccc2)c(C)o1
    -0.5 | -11 | 0.8 | 7 | 55 | 11 | 3 | 14 | 10
8) Cc1cc(-c2ccc3ccccc3c2)n2ncnc2n1
    0.1 | 2 | -1.6 | 11 | -7 | 13 | -8 | 2 | 17
9) CCn1c(=O)c2cc(C(=O)N3CCOCC3)sc2c2ccccc21
    0.7 | -10 | 2.5 | 8 | 11 | 4 | 4 | 3 | -18
10) COc1ccccc1C(c1nnnn1C1CCCC1)N1CCN2CCCC2C1 (configuration not stated)
    1.1 | -4 | 0.4 | 9 | 20 | 40 | -9 | 7 | 20
11) O=C(CSc1nnc(SCc2ccc(Cl)cc2)s1)c1ccc2c(c1)OCO2
    1.6 | 9 | 0.8 | 12 | -42 | 10 | -19 | 0 | 12
12) CC(=NCCCn1ccnc1)C1=C(O)c2ccccc2C1=O
    0.7 | -26 | -0.3 | 11 | 11 | 28 | -11 | -1 | -16
13) O=C(NNc1nc(-c2ccc(F)cc2)cs1)c1ccccc1
    0.3 | -5 | -0.6 | 9 | -27 | 4 | -5 | 1 | -14
14) Cc1ccccc1-c1noc(-c2ccccc2C(=O)O)n1
    0.7 | -11 | 0.1 | 8 | 20 | -2 | 1 | / | -5
15) S=c1[nH]c2cc3c(cc2[nH]1)OCCO3
    0.7 | 14 | 2.2 | 11 | -6 | 9 | 0 | / | -12

Going on with the list.
Order of results – TRPML3 agonist | NPY1 pot ag | zfTRPN1 agonist | EP2 antag | EP2 mod | PPC-1+TRAIL kill | 14-3-3 Bad inh | NPY Y1 blocker | CHOP inh
16) CC1(C)C(=O)OC(c2cc(Br)ccc2O)C(C)(C)C1=O (configuration not stated)
    -0.9 | 24 | 0.1 | 3 | 10 | 14 | -6 | -7 | 30
17) O=C(Nc1ccc(/C=C/c2nc3ccccc3o2)cc1)c1c(F)cccc1F
    0.1 | 8 | -0.2 | 14 | -23 | 32 | 8 | -12 | 23
18) O=C(O)CC/C(=C\c1cc([N+](=O)[O-])ccc1Cl)c1nc2ccccc2s1
    -0.5 | -20 | -2.1 | 2 | 17 | 21 | -7 | 20 | 11
19) CCC(=O)N1CCN=C1SCc1ccc(Cl)cc1
    0.2 | -2 | -0.9 | 13 | -26 | 24 | 10[fluorescence artefact?] | -1 | 17
20) CC(NC(=O)c1cc(-c2ccc3c(c2)OCO3)nc2ccccc12)C(C)(C)C (configuration not stated)
    0.2 | -456 | -1.5 | 7 | -12 | -22 | -10 | 147* | 63
21) CN(C(=O)c1cc2c(s1)-c1ccccc1S(=O)(=O)C2)c1ccccc1F
    0.8 | -18 | 0.8 | 5 | 18 | 10 | -2 | / | 3
22) O=C(CSc1nc2ccc([N+](=O)[O-])cc2[nH]1)NC1CCCC1
    1.6 | 6 | 3.1 | 5 | -8 | 12 | 2[fluorescence artefact?] | 1 | 22
23) O=C(N/N=C/C1CC=CCC1)c1cc(Br)ccc1O (configuration not stated)
    0.6 | -4 | 1.1 | 4 | 10 | 6 | -17[fluorescence artefact?] | 3 | 0
24) CCc1ccccc1NC(=S)N=Nc1c(O)n(C)c2ccc(S(=O)(=O)N3CCOCC3)cc12
    3.0 | -5 | 0.6 | 7 | 46 | 18 | -2 | 4 | -69
25) O=C1OC(c2ccccc2)/C(=C(/O)c2ccccc2)C1=O (configuration not stated)
    1.0 | 103* | -2.0 | 19 | 12 | 24 | 52 | 0 | -11
26) C=CCC1Cc2c(cccc2[N+](=O)[O-])C(CC=C)N1 (configuration not stated)
    0.0 | 4 | -2.4 | 12 | 15 | 13 | -12 | 2 | -18
27) COC(C(=O)N/N=C(\C)CC(=O)Nc1ccc(N(C)C)cc1)c1ccccc1 (configuration not stated)
    0.6 | 8 | 1.5 | 8 | 4 | -1 | -13 | 3 | 19
28) Cc1ccc(C(=O)N2CC(C)OC(C)C2)cc1[N+](=O)[O-] (configuration not stated)
    0.6 | 13 | 0.5 | 5 | -15 | 17 | -5 | 1 | -14
29) Cc1ccc(C(=O)Nc2ccc(C(=O)O)cc2)cc1S(=O)(=O)Nc1cccc([N+](=O)[O-])c1
    0.4 | -7 | 1.0 | 9 | 33 | 5 | 15 | 5 | 10
30) Cc1cccc(SCc2noc(C(=O)NCC3CCCO3)c2C(=O)O)c1 (configuration not stated)
    0.8 | -37 | -0.1 | 7 | 6 | 8 | 34 | 17 | -4

More results follow.
Order of results – TRPML3 agonist | NPY1 pot ag | zfTRPN1 agonist | EP2 antag | EP2 mod | PPC-1+TRAIL kill | 14-3-3 Bad inh | NPY Y1 blocker | CHOP inh
31) CCC(C)N=C1SCC(C)(/C=N/O)S1 (configuration not stated)
    -0.1 | 3 | 0.1 | 9 | -14 | 12 | 11 | -3 | 12
32) CCOCCn1c(SCCc2ccccc2)nc2c1c(=O)[nH]c(=O)n2C
    -0.2 | -10 | -0.7 | 13 | 4 | 2 | 6 | 3 | 31
33) c1cncc(-c2nn3cnnc3s2)c1
    0.6 | 4 | 0.0 | 11 | 12 | -8 | -13 | 2 | 13
34) Cc1ccc(-n2nnnc2SCC(=O)Nc2ccccc2N2CCCCC2)cc1C
    -0.4 | 10 | -1.2 | 11 | 35 | 11 | -3[fluorescence artefact?] | 48* | 1
35) Cc1c(C(=O)NN)[nH]c2ccc([N+](=O)[O-])cc12
    1.5 | 12 | 2.4 | 7 | -9 | -1 | -20 | / | 0
36) CC1=CC2=NC(=O)CC(C)(C(=O)N(CC(=O)NC(C)(C)C)Cc3ccccc3)N2C=C1 (configuration not stated)
    0.8 | 3 | 1.9 | 5 | 16 | 10 | -6 | 1 | 7
37) O=C1C=C(N2CCOCC2)C2(CCCCC2)O1
    1.0 | -2 | 0.7 | 0 | 7 | -6 | -1 | 2 | 18
38) COc1ccc(-c2csc3nc(-c4ccccc4F)oc(=O)c23)cc1
    0.6 | -13 | -1.2 | 9 | 8 | 7 | -4 | / | 2
39) Cc1cc(C)nc(NS(=O)(=O)c2ccc(NC(=O)C3COc4ccccc4O3)cc2)n1 (configuration not stated)
    -0.1 | 4 | -0.2 | 1 | 3 | 2 | 0 | 5 | 9
40) Cc1cccc(NC(=O)N2CCN(Cc3ccccc3)CC2)c1
    0.4 | -9 | 2.1 | 14 | 0 | -3 | 5 | 7 | -3
41) O=CN1CCN(C(=O)c2ccc(-c3nc4ccccc4s3)s2)CC1
    0.6 | 3 | 2.7 | 6 | -77 | 25 | 6 | 2 | 16
42) O=C(CC1(O)C(=O)Nc2ccc(Br)cc21)c1ccc2c(c1)OCO2 (configuration not stated)
    0.2 | -2 | 1.2 | 5 | -21 | 16 | 0[fluorescence artefact?] | -5 | 1
43) CN(C)S(=O)(=O)N1CCCC(C(=O)c2ccc(C(F)(F)F)cc2)C1 (configuration not stated)
    2.3 | 13 | 0.3 | 12 | -8 | 1 | -3 | 3 | 3
44) Cc1cccc(/C=N\Nc2cn[nH]c(=O)c2Cl)c1
    -1.6 | 12 | -2.5 | 5 | -23 | -3 | 22[fluorescence artefact?] | 4 | -1
45) O=C(CSc1nc(-c2ccc(F)cc2)cs1)Nc1ccccn1
    0.6 | 1 | 0.2 | 9 | 15 | 28 | -11[fluorescence artefact?] | 3 | 13

More results.
Order of results – TRPML3 agonist | NPY1 pot ag | zfTRPN1 agonist | EP2 antag | EP2 mod | PPC-1+TRAIL kill | 14-3-3 Bad inh | NPY Y1 blocker | CHOP inh
46) O=C(NC1CCS(=O)(=O)C1)C12CC3CC(CC(C3)C1)C2 (configuration not stated)
    0.0 | -11 | 0.7 | 12 | 39 | 6 | 8 | -1 | 14
47) Cc1ccc2c(c1)N(CCC(=O)NCc1cccnc1)C(=O)CO2
    0.8 | -14 | 0.8 | 7 | 11 | 0 | -4[fluorescence artefact?] | 8 | 45
48) CC(=O)CCn1cc([N+](=O)[O-])nc1C
    0.8 | -5 | 0.9 | 2 | -4 | 27 | 5 | / | 4
49) CC1Cc2nc(SCC(=O)Nc3nc4ccccc4s3)n(C)c(=O)c2S1 (configuration not stated)
    -0.8 | 1 | -0.2 | 15 | -12 | 14 | 0 | -1 | 75*
50) O=C(NCc1ccncc1)C(=O)C1C(=O)Nc2ccccc21 (configuration not stated)
    1.1 | 3 | 0.7 | 7 | 17 | 8 | -5 | -1 | 6
51) O=C1OCc2cccc3cccc1c23
    0.3 | -12 | 1.4 | 7 | 3 | 15 | -5[fluorescence artefact?] | -1 | 6
52) CCOc1cc(C)c(S(=O)(=O)N2CCCC2)cc1C
    0.0 | 12 | -0.8 | 9 | 15 | 9 | -1 | 3 | 24
53) CC(NC1CCCC1)c1ccccc1 (configuration not stated)
    0.7 | 12 | 0.2 | 5 | 0 | 13 | -6 | -6 | 16
54) O=C(COc1cc(F)ccc1[N+](=O)[O-])NCCCc1ccccc1
    0.9 | -4 | -0.9 | 4 | -22 | 8 | 47 | 4 | 4
55) O=C(N/N=C/c1ccc(O)cc1O)/C(=C/c1ccccc1)CCO
    0.8 | -13 | 0.4 | 9 | 21 | 28 | -8[fluorescence artefact?] | 1 | 60
56) O=S(=O)(NC(=NC1CCCC1)C(F)(F)F)c1ccccc1
    0.6 | -3 | 1.0 | 9 | 13 | 3 | -8 | 1 | 1
57) CCOP(=O)(OCC)C(Nc1cccc(C(F)(F)F)c1)c1ccc(Br)cc1 (configuration not stated)
    -0.1 | 9 | -1.5 | 5 | 9 | 6 | 2 | 12 | 35

Screening data: PubChem, several laboratories
